# Bioassay records from PubChem BioAssay.
# OX1R FRET antag: OX1R (human) antagonism. O43613. OX1R-expressing cells, FRET antagonist read-out. inhibition, % at 6.6 µM. hit rate 1.8% among 330,000; in the data active = inhibition mostly above about 38%, no sharp cut-off; inactive = mostly below about 40%;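 note: 0% = agonist challenge alone and 100% = reference antagonist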
# Target sequence (O43613 whole entry, looked up): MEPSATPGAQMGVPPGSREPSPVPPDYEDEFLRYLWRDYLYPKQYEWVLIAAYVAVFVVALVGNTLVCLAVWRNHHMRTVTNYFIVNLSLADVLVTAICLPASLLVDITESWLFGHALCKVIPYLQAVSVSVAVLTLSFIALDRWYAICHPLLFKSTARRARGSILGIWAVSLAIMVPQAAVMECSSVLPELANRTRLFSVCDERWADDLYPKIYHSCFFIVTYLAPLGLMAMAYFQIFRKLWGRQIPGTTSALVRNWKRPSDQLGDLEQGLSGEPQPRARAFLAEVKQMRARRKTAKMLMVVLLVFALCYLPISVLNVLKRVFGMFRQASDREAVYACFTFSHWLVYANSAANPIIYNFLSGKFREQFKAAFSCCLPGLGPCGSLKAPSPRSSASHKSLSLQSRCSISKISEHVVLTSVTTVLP
# STK33 inh: blocks human STK33 kinase activity | hit rate 0.073% among 320,000 | inhibition, % at 10 µM | purified STK33, MBP phosphorylation, ADP-Glo luminescence;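 active = inhibition at or above 25%, using the most active replicate where run in duplicate; inactive = inhibition below 25%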
# Target sequence (Q9BYT3 whole entry, looked up): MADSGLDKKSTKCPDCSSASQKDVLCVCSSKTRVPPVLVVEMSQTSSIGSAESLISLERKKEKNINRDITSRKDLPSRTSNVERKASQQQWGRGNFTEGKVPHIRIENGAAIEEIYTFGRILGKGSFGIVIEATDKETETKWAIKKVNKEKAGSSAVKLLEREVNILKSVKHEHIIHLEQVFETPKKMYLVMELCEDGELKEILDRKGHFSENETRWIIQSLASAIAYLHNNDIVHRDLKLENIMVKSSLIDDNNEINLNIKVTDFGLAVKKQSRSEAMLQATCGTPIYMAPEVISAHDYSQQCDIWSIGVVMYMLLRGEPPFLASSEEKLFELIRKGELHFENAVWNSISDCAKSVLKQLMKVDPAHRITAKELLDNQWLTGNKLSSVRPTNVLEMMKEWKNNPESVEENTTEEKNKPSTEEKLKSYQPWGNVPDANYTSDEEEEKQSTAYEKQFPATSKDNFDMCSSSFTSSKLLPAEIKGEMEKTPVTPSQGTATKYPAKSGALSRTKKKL
# KCNQ2 inh: KCNQ2 potassium channel inhibitors, primary screen, cell-based, CHO-K1, FluxOR thallium flux, B-score (AID 2156); O88943; 20 min; hits give low values; B-score at 10 µM; hit rate 1.1% among 310,000;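 active = fluorescence ratio B-score at most minus 3 library SDs, with starting brightness B-score within 2 library SDs, cut at about -5.5 in these data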
# The depositor's hits bear a star; i = inactive; . = not tested or not shown.
Molecule	OX1R FRET antag	STK33 inh	KCNQ2 inh
Cc1ccc(S(=O)(=O)NCCC(c2ccccc2)c2ccco2)cc1 (stereo not given)	23.6	-1.8	i
CCCNC(=S)N1CC2(C)CN(C(=O)C(=O)OCC)CC(C)(C1)C2=O	7.4	-0.1	i
COc1ccc(-c2oc3ccc(-c4ccc5c(c4)OCO5)cc3c2-c2ccc(OC)nc2)cc1	23.4	-0.5	i
COc1ccc(OCc2cc(C(=O)N(C)Cc3nnc(C)o3)no2)c(Cl)c1	9.4	-3.7	i
C=CCOc1cccc(C(=O)NC(c2ccccc2)C(C)C)c1 (stereo not given)	5.7	0.1	i
CC1=NOC2(C1)N(C)c1ccccc1C2(C)C (stereo not given)	-1.4	-0.1	i
O=C(NCc1ccccn1)c1ccc(Cn2cc(Br)cn2)o1	8.7	-6.9	i
COc1nc(N)nc(NC(=O)c2cccs2)c1N=O	17.2	-0.4	i
CCC1CCCCN1CCCNC(=O)c1ccc(N2CCCC2=O)cc1 (stereo not given)	2.2	-0.9	i
Cc1ccc(Cn2nnc3c(=O)n(Cc4ccccc4C)cnc32)cc1	3.9	-1.0	i

# Next part:
Molecule	OX1R FRET antag	STK33 inh	KCNQ2 inh
CCN(CC)CCN1C(=O)C(O)=C(C(=O)c2cc3cccc(OC)c3o2)C1c1ccc(F)cc1 (stereo not given)	13.0	-1.1	i
O=C(NCc1ccco1)C1CCN(C(=O)c2ccc([N+](=O)[O-])cc2)CC1	53.5*	0.1	i
Cc1cc(-c2nn(C)c(=O)c3ccccc23)ccc1CNC(=O)NC1CCCCC1	11.4	-0.9	i
Cc1ccccc1-n1nc2c(c1NC(=O)c1c(-c3ccccc3Cl)noc1C)CSC2	15.8	-0.7	.
O=C(c1ccccc1)c1n[nH]c(-c2ccccc2)cc1=O	5.5	-2.3	i
CCCC(=O)Nc1nnc(Cc2ccccc2)s1	18.1	-0.5	.
COC(=O)CSc1ccc(C#N)c(SCC(=O)OC)c1	37.2	0.9	i
Cc1nn(-c2ccccc2)c(C)c1C(=O)OCC(=O)N1CCN(S(=O)(=O)c2ccccc2)CC1	10.9	-0.8	i
COc1ccc(NC(=O)CSc2nnc(Cc3cccn3C)n2CCc2ccccc2)c(OC)c1	13.1	-1.6	i
Clc1ccc(CNc2ccccn2)cc1	15.0	-1.7	i

# More compounds.
Molecule	OX1R FRET antag	STK33 inh	KCNQ2 inh
Cc1ccc(-n2nc(-c3ccco3)cc2C(=O)NCc2cccnc2)cc1	21.7	-0.7	i
O=C(CSc1nnc(CNC(=O)c2c(F)cccc2F)o1)NCc1ccccc1	11.8	-0.2	i
CCC(C)(C)n1nnnc1C(c1ccc(OC)c(OC)c1)N1CCN(c2cccc(OC)c2)CC1 (stereo not given)	34.5	2.0	i
COc1ccc(-n2c(=O)[nH]c3cc(C(=O)NCCc4ccc(OC)c(OC)c4)ccc3c2=O)c(OC)c1	.	-0.3	i
Cc1cc(C)cc(NC(=O)CSc2nnc(CNC(=O)c3ccco3)o2)c1	5.3	5.3	i
Cc1cc(C(C)(C)C)cc(C)c1Cn1c2[n+](c3ccc(C(F)(F)F)cc31)CCCCC2	20.1	-0.2	i
COCCn1c(SCC(=O)Nc2cccc(F)c2)nc2c([nH]c3ccccc32)c1=O	18.5	-0.5	i
COC(=O)C(N)Cc1ccc(O)cc1 (stereo not given)	16.4	-2.0	i
COc1ccc(C(CNC(=O)c2ccc(S(=O)(=O)N(C)C)cc2)N2CCCC2)cc1 (stereo not given)	7.8	0.1	i
COc1ccc2c(c1)C(=O)/C(=C/C=C/c1ccccc1)CC2	16.4	-0.8	i

# Following part
Molecule	OX1R FRET antag	STK33 inh	KCNQ2 inh
O=C(NCc1ccccc1F)C1CCCN(S(=O)(=O)c2ccc(-n3cnnn3)cc2)C1 (stereo not given)	7.6	10.6	i
CN1C(=O)C2C=CC1C1C(=O)N(c3ccccc3)C(=O)C21 (stereo not given)	2.9	-1.1	i
O=C1C2C3C=CC(C2C(=O)N1c1ccccc1O)C1C2C(=O)N(c4ccccc4O)C(=O)C2C31 (stereo not given)	19.4	.	i
N/C(Cn1cncn1)=N\NC(=O)C(=O)Nc1ccccc1	1.8	-1.5	i
CCS(=O)c1scc(-c2ccc(Cl)cc2)c1C#N (stereo not given)	9.4	0.4	i
CCOC(=O)c1[nH]c(CSc2nnc(-c3ccncc3)n2CCOC)c(C(=O)OCC)c1C	14.4	-0.7	i
COc1ccc(N2CC(C(=O)N[C@@H](C)C(=O)NC(C)c3ccccc3)CC2=O)cc1 (stereo not given in full)	22.9	0.4	i
O=C(Nc1ccccc1OC(F)F)C1CC(=O)N(Cc2ccccc2)C1 (stereo not given)	14.6	-0.4	i
CCn1nnc2cc(C(=O)NCCc3ccccc3F)ccc21	4.8	-0.8	i
CC(=O)c1ccc(S(=O)(=O)N2CCN(c3nc(-c4cccnc4)nc4ccccc34)CC2)cc1	10.2	1.6	.

# Continued:
Molecule	OX1R FRET antag	STK33 inh	KCNQ2 inh
COC(=O)c1c(C)[nH]c(C(C)=O)c1C	30.9	0.1	i
CCOCCCn1c(=S)[nH]c2cc(C(=O)N3CCN(c4ccccc4)CC3)ccc2c1=O	15.1	0.8	i
COc1cccc(OC)c1C(=O)Oc1ccc2c(c1)O/C(=C\c1ccncc1)C2=O	12.2	-1.7	i
COc1ccccc1NC(=O)c1ccc(S(=O)(=O)N2CCCC2)cc1	7.7	-1.8	i
CCc1[nH]nc2c1C(c1ccc(Br)s1)C(C#N)=C(N)O2 (stereo not given)	12.2	2.0	.
Cc1ccccc1NCN1C(=O)C2CCC(C)(C1=O)C2(C)C (stereo not given)	16.9	-1.5	i
Fc1ccc2cnc(C3=CCCCC3)cc2c1	8.5	1.1	.
COc1ccc(OCCOC(=O)C(C)NS(=O)(=O)c2ccc(NC(C)=O)cc2)cc1 (stereo not given)	4.3	1.2	.
CC(C)C(=O)N1CCN(c2ccccc2NC(=O)c2cccc3ccccc23)CC1	18.4	-0.9	-7.29*
CCOc1ccc(N2CC(C(=O)Nc3ccc(OC)c(S(=O)(=O)N4CCCCC4)c3)CC2=O)cc1 (stereo not given)	7.3	-0.6	i

# Additional structures.
Molecule	OX1R FRET antag	STK33 inh	KCNQ2 inh
NC(=O)N/N=C/c1ccccc1OCC(=O)NCc1ccccc1	12.8	-0.2	i
C/C(=N/NC(=O)CN1CCN(Cc2ccccc2)CC1)c1ccc([N+](=O)[O-])cc1	76.9*	-0.2	i
Cc1c(C(=O)OC(C)C)nnn1-c1nonc1N	12.4	1.1	i
CSc1ccc(CN(C)C(=O)CNC(=O)CNS(=O)(=O)c2ccc(C)c(C)c2)cc1	11.8	0.4	i
O=C(NC1CC1)c1cc(Cl)ccc1[N+](=O)[O-]	10.2	0.3	i
c1ccc(N2CCN(c3nc4cc5c(cc4s3)OCCO5)CC2)cc1	10.8	-0.3	i
O=C(NCCn1c(C(F)(F)F)nc2cc(C(F)(F)F)ccc21)[C@H]1CCCN1c1nc(CN2CCCCC2)cs1	12.4	0.0	i
O=C(CSc1nc2cc3c(cc2c(=O)n1CCC1=CCCCC1)OCO3)NCc1ccco1	13.1	-1.0	i
COc1cccc(-c2nc(-c3ccccc3)[nH]c(=O)c2C#N)c1	63.8	5.4	i
OCC1(CCOc2ccccc2)CCN(CC2=Cc3cc(Cl)ccc3OC2)CC1	7.3	-0.1	i

# Following part:
Molecule	OX1R FRET antag	STK33 inh	KCNQ2 inh
O=[N+]([O-])c1cc2c(c(CSc3nnnn3-c3ccc(O)cc3)c1)OCOC2	21.5	-1.5	i
CN(C(=O)COC(=O)c1cc2ccccc2cc1O)c1c(N)n(Cc2ccccc2)c(=O)[nH]c1=O	16.1	-0.4	i
CC1C/C(=N/NC(=O)c2cccs2)CC(C)(C)C1 (stereo not given)	11.5	0.3	i
CC(C)(C)C(=O)CC1(O)C(=O)N(Cc2ccc(Cl)cc2)c2ccccc21 (stereo not given)	7.5	0.9	i
CCOC(=O)C1CCN(C(=O)c2ccccc2NC(C)=O)CC1	1.4	-0.9	i
CC(C)C(OC(=O)c1cccc(S(=O)(=O)NCC(F)(F)F)c1)C(=O)NC(N)=O (stereo not given)	27.1	-0.5	i
O=C(Cn1cnc2c(OCc3ccccc3)ncnc21)N[C@H](CO)Cc1cc2ccccc2[nH]1	1.0	0.1	.
COc1ccc(C2C(C(C)=O)=C(O)C(=O)N2c2nccs2)cc1 (stereo not given)	58.0	-0.5	i
Nc1cc(=O)[nH]c(SCC(=O)N2CCc3ccccc3C2)n1	6.3	0.6	i
CCOC(=O)c1cc(C(=O)OCC)c2ccccn2c1=O	52.5	0.5	i

# (cont.)
Molecule	OX1R FRET antag	STK33 inh	KCNQ2 inh
CCc1cc(CNC(=O)CC2C(=O)NCCN2Cc2c(F)cccc2Cl)on1 (stereo not given)	31.3	-0.7	i
CCC(=O)Nc1ccc(-c2ccc(N3CCCCC3)nn2)cc1	6.9	-0.9	i
Clc1ccc(CN2CCN(c3ncccn3)CC2)cc1Cl	28.7	-1.0	i
COC(=O)N[C@@H]1C[C@H]2[C@@H]3CC[C@H]4C[C@@H](OC)CC[C@]4(C)[C@H]3CC[C@@]12C	2.9	-0.2	.
NCCC(=O)NCCc1cnc[nH]1	6.1	-0.1	.
N#Cc1ccccc1CSc1nnc(Cc2ccccc2)o1	7.2	-0.4	i
CCOc1ccc(CCNC(=O)CCNS(=O)(=O)c2ccc(Br)cc2)cc1OCC	-0.4	-1.4	i
NNS(=O)(=O)c1ccc(N2CCCC2=O)c([N+](=O)[O-])c1	24.6	.	i
CCOC(=O)CCC(NC(=O)CC(=O)NC(CCC(=O)OCC)C(=O)OCC)C(=O)OCC (stereo not given)	6.0	-1.1	i
Cc1ccc(N(CC(=O)Nc2c(C)n(C)n(-c3ccccc3)c2=O)S(C)(=O)=O)c(C)c1	4.8	-0.9	i

# Further records
Molecule	OX1R FRET antag	STK33 inh	KCNQ2 inh
Cc1ccc2c(CN(C)Cc3ccc(Cl)cc3)cc(=O)oc2c1	25.1	-2.3	i
O=C(Oc1ccc(Cl)cc1)N1CCCCC1	-1.2	0.1	i
C=C(C)CNC(=S)NNC(=O)c1ccncc1	7.6	-0.9	i
COc1cccc(C(=O)OCCN(C)C(C)(C)C)c1	11.0	-6.2	i
Cc1ccccc1C(=O)N1CCC(C(=O)Nc2ccccc2Cl)CC1	33.5	-0.8	i
CN(C(=S)Nc1ccc(F)cc1)C(c1ccccc1)c1ccccc1	14.2	-0.5	i
COc1cccc(-c2sc3ccccc3c2-c2ccc(OCCN(C)C)cc2)c1	-3.9	3.2	.
CC(=O)N1CCCc2cc(S(=O)(=O)N3CCCC(C(=O)NCc4ccccc4Cl)C3)ccc21 (stereo not given)	10.6	-1.1	i
COc1ccccc1C(=O)NCC(=O)OCCCOC(=O)CNC(=O)c1ccccc1OC	13.0	-0.9	i
CCn1c(=O)n(CCOC)c(=O)c2c3c(sc21)CCCC3	18.1	-11.2	i

# The list continues:
Molecule	OX1R FRET antag	STK33 inh	KCNQ2 inh
Cc1cccc(CC2CC(=O)N(c3ncccn3)C2=O)c1 (stereo not given)	0.9	-1.0	i
O=C(Cn1ccc2ccccc2c1=O)NCC(=O)N1CCN(c2ccccc2F)CC1	12.8	-1.0	i
CCC(C)n1c(SCC(=O)NC2CCS(=O)(=O)C2)nc2ccccc2c1=O (stereo not given)	8.0	-0.7	i
CC1(C)CC(NS(=O)(=O)c2ccc3ccccc3c2)CC(C)(C)N1	23.7	-0.5	i
COc1ccc(N2C(=O)N[C@@H](Cc3ccccc3)C2=O)cc1OC	4.9	-4.8	i
O=C(N/N=C/c1ccc[nH]1)c1ccc(Cl)cc1	11.6	0.1	i
CCN(CC(=O)NCc1cccs1)S(=O)(=O)c1ccccc1Cl	5.4	-1.6	i
CCN1CCN(c2cc(C)c3cc(NC(=O)CCC(=O)N4CCN(c5ccccc5)CC4)ccc3n2)CC1	9.5	-1.1	i
Cc1ccc([N+](=O)[O-])cc1NC(=O)C(Sc1ccccc1)c1ccccc1 (stereo not given)	24.2	-1.1	i
CN(C)S(=O)(=O)c1ccc(C(=O)Nc2cc(S(=O)(=O)Nc3ccccc3Cl)ccc2N2CCCCC2)cc1	0.2	0.5	i

# Limited to KCNQ2 inh and OX1R FRET antag (three entries from above):
structure,KCNQ2 inh,OX1R FRET antag
O=C(N/N=C/c1ccc[nH]1)c1ccc(Cl)cc1,i,11.6
CCN1CCN(c2cc(C)c3cc(NC(=O)CCC(=O)N4CCN(c5ccccc5)CC4)ccc3n2)CC1,i,9.5
CC1(C)CC(NS(=O)(=O)c2ccc3ccccc3c2)CC(C)(C)N1,i,23.7

# Returning to the listing, starting three compounds before the break.
Molecule	OX1R FRET antag	STK33 inh	KCNQ2 inh
CCN1CCN(c2cc(C)c3cc(NC(=O)CCC(=O)N4CCN(c5ccccc5)CC4)ccc3n2)CC1	9.5	-1.1	i
Cc1ccc([N+](=O)[O-])cc1NC(=O)C(Sc1ccccc1)c1ccccc1 (stereo not given)	24.2	-1.1	i
CN(C)S(=O)(=O)c1ccc(C(=O)Nc2cc(S(=O)(=O)Nc3ccccc3Cl)ccc2N2CCCCC2)cc1	0.2	0.5	i
CCCCOc1cccc(C(=O)Nc2ccccc2N2CCCC2)c1	2.2	-0.4	i
Cc1nn(C)cc1S(=O)(=O)N1CCCC(C(=O)O)C1 (stereo not given)	16.2	-2.5	i
CC1Cc2ccccc2N1C(=O)CN1CCN(S(=O)(=O)c2cccs2)CC1 (stereo not given)	2.8	11.2	.
O=C(CSc1ccc2nnc(CCNS(=O)(=O)c3ccccc3)n2n1)Nc1nc2ccccc2s1	11.9	1.0	i
COc1ccc(OCC(=O)Nc2ccc(N3CCN(Cc4ccccc4F)CC3)cc2)cc1	5.4	-4.9	i
Cc1ccccc1N1CCN(C2=NC(=O)/C(=C/c3cn[nH]c3-c3ccccc3)S2)CC1	30.7	0.7	i
CCN(CC)c1ccc(C(=O)Nn2cnc3ccccc3c2=O)cc1	16.6	-1.2	i
CC1CN(S(=O)(=O)c2cccc(C(=O)OCc3cc(=O)oc4cc(O)ccc34)c2)CC(C)O1 (stereo not given)	22.2	2.2	i
CCOC(=O)c1[nH]cnc1C(=O)O	-7.1	0.1	i
